Lipid droplet: modulators of hepatic lipid droplet formation | AML12 mouse hepatocytes, oleate lipid droplets, BODIPY imaging | inhibition, % at 6.5 µM | 0.4% of 240,000 active | AID 1656;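 active means lipid droplet intensity inhibited by at least 50%, with more than 500 cells counted; inconclusive means wells with under 300 cells, treated as cytotoxic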
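Test system: AML12 mouse liver cells; schedule: overnight exposure; technique: high-content imaging of BODIPY-stained droplets and DAPI nuclei; read-out: % inhibition of corrected integrated BODIPY droplet signal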
T cell HTS: T cell immune modulators affecting CD8 T cell-vesicle binding. calls only at 7 µM. 0.068% of 330,000 active. 2C CD8+ T cell-vesicle binding, flow cytometry; stronger effect = lower value;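 active means response, share of CD8 T cells binding vesicles, and their 90th percentile fluorescence all below set limits, cut at about 80% in these data, passing the limit was not always enough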
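Incubation: binding step 1.5 h, 37 °C, antibody labelling 20 min, ice; system: murine 2C transgenic CD8+ T lymphocytes; technique: cytometric PE anti-B7-1 and Alexa647 anti-CD8 signals after 1% paraformaldehyde fixation; also added: QL9-charged Drosophila Ld/ICAM-1/B7-1 vesicles; control set: naked versus QL9-loaded vesicles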
Myeloid diff MLP: myeloid differentiation induction. calls only at 10 µM. 1% of 360,000 active. ER-HoxA9 myeloid progenitors, lysozyme-GFP differentiation, flow cytometry;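 active means normalized GFP-positive differentiation at or above the plate's own cutoff, the solvent-only control mean plus 3 SD; inconclusive means no clear call, values can overlap the other calls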;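 further: cells exposed to compound for four days before flow analysis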
Lipid droplet cells 6.5 µM: recorded beside Lipid droplet, whose call it bears; cell count; measured here: cell count, cytotoxicity flag;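 cells counted across two imaged fields per well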
T cell HTS vesicle-bound %: also measured in T cell HTS; calls as there; double positive events, %; measured here: CD8+ vesicle-bound cell fraction;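 binding gate set so that unloaded-vesicle control wells show 10% double positive cells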
Myeloid diff MLP GFP+ MAC1+ %: recorded beside Myeloid diff MLP, whose call it bears; GFP+ MAC1+ double positive, %; measured here: differentiation confirmed by MAC1 staining
Numbers without * were called inactive; i = inactive; ? = inconclusive; / = not tested or not shown. The list is partial. The share of hits here may be higher or lower than overall.

The line under a structure holds: Lipid droplet cells 6.5 µM	T cell HTS	Myeloid diff MLP	Myeloid diff MLP GFP+ MAC1+ %	Lipid droplet	T cell HTS vesicle-bound %
> O=C(Nc1ccccc1C(=O)Nc1ccncc1)c1ccccc1
    769	i	i	0.9	-4	16
> CCOc1ccccc1OCC(=O)Oc1ccc(C)c(C)c1
    799	i	i	0.6	-12	59
> CCc1ccc(/C=C/c2c([N+](=O)[O-])c(=O)n(C)c(=O)n2C)cc1
    819	i	i	3.8	-22	4
> Cc1cc(C(=O)N/N=C/C=C/c2ccc(Br)cc2)n[nH]1
    836	i	i	0.9	-6	7
> Cc1noc(C)c1CSCC(=O)N(CCC(C)C)c1c(N)n(Cc2ccccc2)c(=O)[nH]c1=O
    885	i	i	3.5	0	14
> C=CCn1c(SCC(=O)NC2CCCCC2)nnc1-c1cccnc1
    782	i	i	1.0	-9	7
> Cc1ccn(CCC(=O)Nc2ccc(-c3ccno3)cc2)n1
    724	i	i	1.4	3	5
> CCOc1ccc(C(=O)Nc2nnc(S(=O)(=O)N3CCCCC3)s2)cc1
    655	i	i	0.8	-18	12
> O=C(NCc1ccccc1)c1ccc2c(=O)n3c(nc2c1)CCCCC3
    826	i	i	0.4	-3	30
> Cc1ccc(C)c(OC(=O)c2cccc(S(=O)(=O)N3CCN(C)CC3)c2)c1
    831	i	i	1.4	-2	5
> Cc1cccc(C(=O)Nc2cc(NC(=O)c3cccs3)ccc2C)c1
    793	i	i	0.5	24	62
> Fc1ccc(CN2CCN(C(c3ccccc3)c3ccccc3)CC2)cc1
    793	i	i	0.2	-2	38
> CC(C)(C)NC(=O)C1CCN(C(=O)c2ccco2)CC1
    713	i	i	0.5	1	19
> O=Cc1ccc(OCc2ccc3c(c2)OCO3)cc1
    842	i	i	0.1	8	62
> COc1ccccc1/C=C1/C(=O)N(c2ccccc2)N=C1C
    839	i	i	0.9	-1	37

No new results follow: entries from further up.
The line under a structure holds: Lipid droplet cells 6.5 µM	T cell HTS	Myeloid diff MLP	Myeloid diff MLP GFP+ MAC1+ %	Lipid droplet	T cell HTS vesicle-bound %
> O=C(Nc1ccccc1C(=O)Nc1ccncc1)c1ccccc1
    769	i	i	0.9	-4	16
> CCOc1ccccc1OCC(=O)Oc1ccc(C)c(C)c1
    799	i	i	0.6	-12	59
> CCc1ccc(/C=C/c2c([N+](=O)[O-])c(=O)n(C)c(=O)n2C)cc1
    819	i	i	3.8	-22	4
> Cc1cc(C(=O)N/N=C/C=C/c2ccc(Br)cc2)n[nH]1
    836	i	i	0.9	-6	7
> Cc1noc(C)c1CSCC(=O)N(CCC(C)C)c1c(N)n(Cc2ccccc2)c(=O)[nH]c1=O
    885	i	i	3.5	0	14

New compounds follow
The line under a structure holds: Lipid droplet cells 6.5 µM	T cell HTS	Myeloid diff MLP	Myeloid diff MLP GFP+ MAC1+ %	Lipid droplet	T cell HTS vesicle-bound %
> CCOC(=O)CSc1nc2c(c(=O)[nH]1)C(C)(CC)Cc1ccccc1-2 (centres undefined)
    681	i	i	0.4	-6	55
> Cc1nnc(SCCC(=O)Nc2ccc(Cl)cc2)o1
    820	i	i	0.5	6	15
> O=[N+]([O-])c1ccccc1S(=O)(=O)N1CCN(Cc2ccccc2)CC1
    821	i	i	0.6	12	8
> CCOCC(=O)Nc1ccc(S(=O)(=O)Nc2nccs2)cc1
    845	i	i	0.2	10	58
> CCOc1ccc(CCNC(=O)C2CCN(S(=O)(=O)N3CC(C)CC(C)C3)CC2)cc1OCC (centres undefined)
    824*	i	i	1.2	82*	21
> COc1ccc(CN2CCN(Cc3ccco3)CC2)cc1
    843	i	i	0.6	7	26
> O=C(c1cncc(Br)c1)N1CCN(S(=O)(=O)c2ccc(Cl)cc2)CC1
    799	i	i	0.5	-19	24
> CN(CC(=O)N1CCCC1)S(=O)(=O)c1cccc(Cl)c1
    814	i	i	0.4	-3	31
> O=C(NCC1CCCO1)C1CCCN(S(=O)(=O)c2ccc(Cl)cc2)C1 (centres undefined)
    804	i	i	3.8	16	15
> COc1cc(OC)c(NS(=O)(=O)c2cc(Br)cnc2N)cc1Cl
    697	i	i	0.6	-38	46
> COc1cc(/C=N/NC(=O)c2cccnc2)cc(Br)c1O
    813	i	i	0.6	-2	53
> Cn1c(CNC(=O)CNC(=O)Cc2ccc(F)cc2)cc(=O)n(C)c1=O
    788	i	i	0.4	16	51
> COc1cccc(CN2CC(C(=O)N3CCCO3)CCC2=O)c1 (centres undefined)
    779	i	i	4.9	2	18
> N#Cc1ccc(C(=O)NNC(=O)c2ccncc2)cc1
    821	i	i	0.5	2	58
> CC(C)c1nnc(NC(=O)C2CCCN(C(=O)Nc3ccc(F)cc3)C2)s1 (centres undefined)
    788	i	i	2.3	-1	16
> O=C(CCCOc1cccc(Br)c1)NCCOc1ccccc1
    761	i	i	0.9	-4	23
> CN1CCN(c2ccc(S(=O)(=O)N3CCOCC3)cc2)CC1
    773	i	i	0.6	10	22
> Cn1c(=O)c2c(nc(CN3CCN(CCO)CC3)n2Cc2ccccc2Cl)n(C)c1=O
    747	i	i	0.6	0	38
> Cn1c(=O)n(CCc2ccccc2)c2ccccc21
    773	i	i	0.6	-16	60
> O=C(Nc1cccc(C(F)(F)F)c1)C1CCN(S(=O)(=O)c2cccnc2)CC1
    695	i	i	0.5	6	33
> COc1ccc(CNCc2ccccc2[N+](=O)[O-])cc1OC
    814	i	i	0.8	-3	53
> O=C(NC1CCCCC1)C1CCN(c2ncccn2)CC1
    824	i	i	0.0	6	18
> Cc1ccc(C)c(NC(=O)C2COc3ccccc3O2)c1 (centres undefined)
    800	i	i	1.0	11	31
> COc1ccc2[nH]c(C(=O)O)c(NC(=O)c3cc(OC)c(OC)c(OC)c3)c2c1
    786	i	i	0.6	-3	30
> CCOc1ccc(N(CC(=O)NCCSCc2ccccc2)S(=O)(=O)c2ccccc2)cc1
    668	i	i	1.3	-10	26
> COC(C(=O)Nc1ccnn1C1CCN(Cc2cccc(C)n2)CC1)c1ccccc1 (centres undefined)
    748	i	i	0.0	7	25
> Cc1ccc(-c2noc(C3CCCN(C(=O)c4ccccc4Br)C3)n2)o1 (centres undefined)
    828	i	i	0.0	5	24
> CCN(c1ccc(Cl)cc1)S(=O)(=O)c1nnc(NC(=O)C(C)C)s1
    848	i	i	0.4	0	30
> C=C(C)CSc1nc2sc3c(c2c(=O)n1-c1ccccc1)CCN(C)C3
    700	i	i	0.4	23	22
> C=CCn1c(=N)n(CC(=O)c2ccc(Cl)cc2)c2ccccc21
    830	i	i	0.4	-3	21

2 entries from above, reformatted.
| compound | Lipid droplet cells 6.5 µM | T cell HTS | Myeloid diff MLP | Myeloid diff MLP GFP+ MAC1+ % | Lipid droplet | T cell HTS vesicle-bound % |
| --- | --- | --- | --- | --- | --- | --- |
| COc1ccc(CNCc2ccccc2[N+](=O)[O-])cc1OC | 814 | i | i | 0.8 | -3 | 53 |
| O=C(NC1CCCCC1)C1CCN(c2ncccn2)CC1 | 824 | i | i | 0.0 | 6 | 18 |

Following part.
The line under a structure holds: Lipid droplet cells 6.5 µM	T cell HTS	Myeloid diff MLP	Myeloid diff MLP GFP+ MAC1+ %	Lipid droplet	T cell HTS vesicle-bound %
> CCC(C(=O)NCCc1ccco1)n1nc(C)c2c(C)n(-c3ccccc3)nc2c1=O (centres undefined)
    717	i	i	1.1	0	51
> CC1=C([N+](=O)[O-])C(c2ccccc2Cl)NC(=O)N1 (centres undefined)
    799	i	i	0.4	0	15
> O=C(NCCc1ccccc1)C1CCCN(C(=O)Nc2ccc(F)cc2)C1 (centres undefined)
    769	i	i	3.9	-10	12
> COc1ccc(N2CCN(CC(=O)Nc3ncc(C)s3)CC2)cc1
    802	i	i	1.4	3	42
> O=C1CN(C(=O)N[C@@H](Cc2ccccc2)C(=O)N[C@@H](C(=O)O)c2ccccc2)c2ccccc2N1
    706	i	i	1.2	10	3
> COCCNC(=O)[C@@]1(C)C=C[C@@H](Cc2ccccc2)N1C(=O)c1ccccc1
    785	i	i	4.5	-4	35
> O=C(CCC(=O)n1ncc2ccccc21)NCc1ccccc1Cl
    674	i	i	2.1	-6	24
> CCC1=NN(C(=O)c2ccc([N+](=O)[O-])cc2)C(O)(c2ccccc2)C1 (centres undefined)
    802	i	i	0.1	0	8
> Cc1cc(OC(C)C(=O)NCC(O)c2ccccc2)c2c(C)cc(=O)oc2c1 (centres undefined)
    716	i	i	1.3	-14	25
> CCOC(=O)C1=C(CS(=O)(=O)c2ccc(F)cc2)NC(=O)NC1c1cc(OC)c(O)c(OC)c1 (centres undefined)
    738	i	i	2.0	-8	4
> O=C1Nc2ccccc2C1=Nc1ccc(Br)cc1
    845	i	i	0.8	3	67
> COc1ccc(NC(=O)N2CCCC(C(=O)Nc3cccc(C)c3C)C2)cc1 (centres undefined)
    820	i	i	0.4	10	32
> CC(=O)N1c2ccc(S(=O)(=O)N3CCC(C(=O)Nc4cccc(Cl)c4)CC3)cc2CC1C (centres undefined)
    732	i	?	/	-6	4
> O=C(Cn1cnc2c(nnn2-c2cccc(F)c2)c1=O)Nc1ccc2c(c1)OCCO2
    845	i	i	4.5	4	30
> Cc1ccc(NC(=O)CCCn2c(=S)[nH]c3ccsc3c2=O)cc1C
    769	i	i	6.2	4	50
> COc1ccc(N2CCN(C(=S)Nc3cccc(OC)c3)CC2)cc1
    786	i	i	0.3	-6	65
> CCCn1c(N)c(N(CCOC)C(=O)c2ccc(F)cc2F)c(=O)[nH]c1=O
    838	i	i	0.9	-3	19
> Cc1ccc(C2=NN(CC(=O)NCCN(CC(C)C)CC(C)C)C(=O)CC2)cc1
    803	i	i	0.8	-2	47
> O=C(NCc1ccccn1)c1ccc(OC2CCN(Cc3ccc(CO)o3)CC2)cc1
    763	i	i	1.7	23	7
> CCN(CC)S(=O)(=O)c1ccc(OC)c(NC(=O)OCc2ccccc2)c1
    838	i	i	0.6	-20	21
> Cc1ccccc1S(=O)(=O)N(CC(O)CN1CCCCC1)c1ccccc1 (centres undefined)
    658	i	i	1.2	-19	21
> CCOC(=O)C1=C(C)N(CCCCCC(=O)O)C(=O)NC1c1ccc(Br)cc1 (centres undefined)
    847	i	i	1.6	5	9
> CCOc1ccccc1N(CC(=O)Nc1cccc2ccccc12)S(C)(=O)=O
    783	i	i	0.5	-1	26
> CC(C)c1nn2c(=O)cc(COc3cccc(NC(=O)c4ccco4)c3)nc2s1
    712	i	i	2.0	0	7
> O=C(CCC(=O)N1CCSc2ccccc21)NCc1ccccc1
    779	i	i	2.3	-10	60
> CC(=O)c1cccc(OCc2cc(C(=O)NC3CCN(Cc4ccccc4)CC3)no2)c1
    612	i	i	1.4	4	11
> Cc1cccn2c(=O)c3cc(C(=O)NCC(C)C)sc3nc12
    800	i	i	0.4	-1	28
> Cc1ccc(C(=O)N2CCN(C34CC5CC(CC(C5)C3)C4)CC2)o1
    819	i	i	0.6	-8	9
> Cc1cc(C)c(NC(=O)CSc2nnnn2-c2cccnc2)c(C)c1
    688	i	i	3.0	-2	30
> COc1ccc(N2CCN(S(=O)(=O)CCNC(=O)C34CC5CC(CC(C5)C3)C4)CC2)cc1
    770	i	i	0.3	-7	12
> CCc1ccccc1N(CC(=O)NC(C)(C)C)C(=O)CCC(=O)Nc1ccccn1
    784	i	i	0.5	-18	56
> CCC(CC)CN1CCN=C1N(C)C
    796	i	i	0.9	-15	22
> O=C(NNc1ncnc2c1cnn2-c1cccc(Cl)c1)c1ccco1
    803	i	i	0.9	-1	50
> CC(C)[C@H](N)c1nnc2n1N=C(c1ccc(Cl)cc1)CS2
    779	i	i	0.6	-14	22
> O=S(=O)(c1ccccc1)N1CCN(CCO)CC1
    814	i	i	0.4	4	19
> CCN1CCc2nc3sc(C(=O)Nc4cccnc4Cl)c(N)c3cc2C1
    697	i	i	1.2	7	12
> CCCn1c2ccccc2c2cnn(CC(=O)NCCOC)c(=O)c21
    829	i	i	0.3	12	49
> CC1CCCCN1S(=O)(=O)c1ccc(C(=O)N(CCCN(C)C)c2nc3ccc(Br)cc3s2)cc1 (centres undefined)
    862	i	i	0.1	-1	69
> CCc1nnc(NS(=O)(=O)c2ccc(NCc3cc(Cl)ccc3O)cc2)s1
    774	i	i	3.3	-14	17
> O=C(OCc1ccc([N+](=O)[O-])cc1)c1cc(=O)c2ccccc2o1
    818	i	i	0.3	-10	20
> Cc1cccc(C)c1OCC(=O)N(Cc1ccc(Cl)cc1)C1CCS(=O)(=O)C1 (centres undefined)
    731	i	i	5.6	-17	41
> CN(C)S(=O)(=O)c1ccc(Cl)c(NC(=O)CN2CCCC2)c1
    807	i	i	1.2	-12	35
> COc1cccc(NC(=O)CN2C(=O)NC3(CCCC3)C2=O)c1
    718	i	i	1.3	-18	29
> CCC(C(=O)NCc1ccc(C)o1)n1nc(C)c2c(C)n(-c3ccccc3)nc2c1=O (centres undefined)
    706	i	i	0.0	24	25
